High-throughput results deposited in PubChem by Broad Institute.
GSIS activator – GLuc luminescence reporter in INS-1E cells, primary screen for activators of glucose-dependent secretion of insulin | INS-1E GLuc reporter insulin secretion, 2-3 h | activation, % at 16.6 µM | 370,000 tested, 0.61% active;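 active means lowest replicate activation of at least 40%, so every replicate reaches that level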;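 further: 0% = median of neutral control wells and 100% = median of IBMX positive control wells; some compounds called inactive have numbers as strong as hits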
PAX8 reporter – PAX8 transcriptional activity inhibition; 360,000 tested, 1.2% active; inhibition, % at 12.6 µM; RMG-I TPO-luciferase reporter, SteadyGlo, 24 h;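 active means mean replicate inhibition at least 60% with every replicate also reaching 60%; inconclusive means only one of the two criteria is met; inactive means mean below 60% and not all replicates reaching 60%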;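 further: luciferase light reporting Pax8 driven TPO promoter activity; plate controls were median of neutral control wells for no effect and mitoxantrone controls for full effect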
miR122 inh – miR-122 inhibition in Huh7 cells; activation (reporter increase), % at 12.5 µM; Huh7 miR-122 Renilla luciferase sensor, 48 h; neutral wells = 0, positive control = 100; 340,000 tested, 0.3% active;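 active means mean replicate activation score at least 90 and every replicate individually at or above 90; inconclusive means only one of the two criteria met; inactive means neither criterion met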;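 further: higher luciferase means less miR-122 activity so hits act as miR-122 inhibitors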
DENV2 CPE rescue – inhibitors of DENV2 cytopathic effect; DENV2-infected cells, cytopathic effect rescue, plate reader; 350,000 tested, 1.7% active; AID 651640; CPE inhibition, % at 9.99 µM; in the data active means CPE inhibition above about 20%, passing the limit was not always enough; inconclusive means no clear call, values can overlap the other calls; tested in BHK-21 cells;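 further: 0% = median of neutral control wells and 100% = median of positive control wells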
EWS-Fli block – inhibitors of EWS/Fli oncoprotein transcriptional activity. A673 NR0B1-luciferase reporter, viability-normalised. inhibition, % at 12.6 µM. AID 651661. 350,000 tested, 0.67% active;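 active means mean inhibition of at least 50% after viability correction, with every replicate also passing that limit; inconclusive means mean reaches 50% but only one of two replicates passes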;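 further: firefly luciferase signal divided by Alamar Blue viability fluorescence both relative to DMSO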
FN deposition inh – fibronectin deposition inhibition. 350,000 tested, 0.086% active. AH1F fibroblasts, Alexa488-fibronectin deposition fluorescence, overnight. inhibition, % at 12.6 µM;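 active means mean inhibition across replicates of 30% or more, regardless of how many single replicates reach that level; inconclusive means mean under 30% yet at least half of replicates reach 30%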;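 further: positive control wells lacked labelled fibronectin entirely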
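Assay system: AH1F fibroblast monolayer, labelled fibronectin deposition. Amount: 10000 cells per well. Also added: labelled fibronectin 24 nM. Compound: single-point pinned compound. Incubation: cell attachment 1 h, compound and FN exposure overnight. Detection: fluorescence after three HBSS washes, excitation 485 nm, emission 525 nm. Read-out: inhibition of fibronectin deposition signal.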
F508del corr – correctors of CFTR F508del function in bronchial epithelial cells; CFBE cells, YFP halide quenching; stimulated with forskolin plus potentiator P3; % fluorescence drop versus neutral controls; activity (quench increase), % at 7.58 µM; 350,000 tested, 0.36% active;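 active means mean added fluorescence quench of at least 8% versus neutral control, with both replicates also reaching 8%; inconclusive means only one of the mean or replicate conditions met; inactive means mean below 8% and not both replicates reaching 8%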;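 further: cells transiently co-express mutant CFTR-F508del with the halide-sensitive YFP; corrector assay measuring rescue of mutant channel to the surface after 24 h compound exposure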
The depositor's hits bear a star; ? = inconclusive; . = no result given; & = joins results of further samples; [ ] = remark or other dose.

SMILES	GSIS activator	PAX8 reporter	miR122 inh	DENV2 CPE rescue	EWS-Fli block	FN deposition inh	F508del corr
CC(C)(C)C(=O)Nc1ccccc1C(=O)Nc1ccccn1	.	-3	-1	.	.	18	.
COc1ccc(OC)c(C(=O)c2ccc(C(=O)Nc3ccc(NC(C)=O)cc3)cc2)c1	14	-21	0	2	16	2	-2.6
COc1ccccc1CN1[C@H](C(=O)NCCc2ccncc2)[C@@H](CO)[C@@H]2Cn3c(cccc3=O)[C@@H]21	8	-8	.	-1	-3	.	.
N#C[C@@H]1[C@H](c2ccc(C3=CCCCC3)cc2)[C@@H](CO)N1C(=O)NC1CCCC1	14	13	.	-1	3	-4	1.1
O=C(C[C@@H]1CC[C@@H]2[C@H](COC[C@H](O)CN2C(=O)c2ccccc2)O1)NCc1ccc(-c2ccccc2)cc1	-9	4	1[16.7 µM]	-3	2	-1	0.7
CCC(=O)Nc1ccc2c(c1)OC[C@@H](C)N(C(=O)CN(C)C)C[C@@H](C)[C@@H](OC)CN(C)C2=O	8	-15	-15[16.7 µM]	-9	6	7	1.9
CCc1ccc([C@H]2C(C(=O)O)=C[C@@H](CC3CCCC3)N2S(=O)(=O)c2ccc(C)cc2)cc1	9	6	21	?	-8	-12	1.9
COc1ccccc1N(C)S(=O)(=O)c1ccc(C(=O)NCC2CCCCC2)cc1	-50	3	.	1	13	-6	-0.1
C=CCNC(=O)[C@@H]1[C@H]2C(=O)O[C@H](c3ccccc3)[C@H](c3ccccc3)N2[C@H](c2ccccc2OCCO)[C@@]12C(=O)Nc1ccc(C#CCNC(N)=O)cc12	.	.	.	-3	0	.	-2.4
CCN(CC)CCN1C(=O)C(=O)/C(=C(/O)c2ccc(S(=O)(=O)N3CCOCC3)cc2)C1c1ccc(C)cc1 (configuration not stated)	3	-12	.	5	.	-9	-1.7
CC(C)NC(=S)N/N=C/c1ccccc1[N+](=O)[O-]	-7	6	.	8	15	-2	.
Cc1ccc(S(=O)(=O)Nc2ccc3c(c2)C(=O)N([C@H](C)CO)C[C@H](C)[C@@H](CN(C)C)OCCCC[C@H](C)O3)cc1	5	-12	-7[16.7 µM]	.	-8	-1	0.2
Cc1cc(C)c2c(N)c(C(=O)Nc3cccc(C)c3C)sc2n1	4	-29	1	?	-20	15	1.0
O=C(N/N=C/c1ccccc1C(=O)O)C(=O)N1CCCCC1	2	-14	-10	2	1	-6	-2.7
CCOC(=O)CNC(=O)c1cccs1	.	-3	-5	.	.	5	.

Arranged by heavy-atom count (rising): 3 of the compounds above.
SMILES	GSIS activator	PAX8 reporter	miR122 inh	DENV2 CPE rescue	EWS-Fli block	FN deposition inh	F508del corr
CCOC(=O)CNC(=O)c1cccs1	.	-3	-5	.	.	5	.
COc1ccc(OC)c(C(=O)c2ccc(C(=O)Nc3ccc(NC(C)=O)cc3)cc2)c1	14	-21	0	2	16	2	-2.6
CCC(=O)Nc1ccc2c(c1)OC[C@@H](C)N(C(=O)CN(C)C)C[C@@H](C)[C@@H](OC)CN(C)C2=O	8	-15	-15[16.7 µM]	-9	6	7	1.9

Other results.
SMILES	GSIS activator	PAX8 reporter	miR122 inh	DENV2 CPE rescue	EWS-Fli block	FN deposition inh	F508del corr
C[C@H](CO)N1C[C@H](C)[C@@H](CN(C)CC2CCOCC2)Oc2ncc(-c3cncnc3)cc2C1=O	15	2	-4[16.7 µM]	-4	0	-1	-0.1
Nc1cc(SCc2ccc([N+](=O)[O-])cc2)ncn1	-8	.	.	1	-2	2	1.2
CCOC(=O)c1c(C)[nH]c(C(=O)COC(=O)c2ccccn2)c1C	.	-5	-1	.	.	-21	.
COc1ccc(CNC(=O)CCCn2nc(C)c([N+](=O)[O-])c2C)cc1	6	2	.	.	.	2	.
CCOc1ccc(-n2ccc(=O)c(C(=O)O)n2)cc1	22	12	-3	5	-10	3	-1.8
CN1CCN(C(=O)C[C@@H]2CC[C@@H]3[C@H](COC[C@H](O)CN3C(=O)C3CCCC3)O2)CC1	6	6	3[16.7 µM]	-8	-3	-2	0.2
C/C(=N\NC(=O)c1cccc(S(=O)(=O)N2CCCC2)c1)c1ccccc1F	-8	-23	.	-1	-25	5	0.1
Cc1nnc(SC(C)C(=O)c2c[nH]c3ccccc23)n1C1CC1 (configuration not stated)	7	17	5	-2	5	3	-1.6
CCCCOC(=O)c1ccc(N/C(=N\S(=O)(=O)c2ccccc2)c2ccccc2)cc1	5	50	.	.	2	-3	0.9
CCc1nc2ccc(C(=O)NC3CCN(Cc4ccccc4)CC3)cn2c1N(C)Cc1cc2ccccc2s1	-23	?	-12	-9	22	-15	-0.2
O=[N+]([O-])c1cc([N+](=O)[O-])c(Oc2cncc(Cl)c2)cc1NN1CCCCC1	11	33	6	3	15	4	-0.4
CSc1ncnc2c1ncn2CC(=O)C1CCC2C3CCC4=CC(=O)CCC4(C)C3CCC12C (configuration not stated)	.	48	-7	-4	32	.	-2.7
CCOc1ccc(/C=N/NC(=O)c2cccc3ccccc23)c(OCC)c1	-2	13	2	-8	.	.	-2.6
CCCN(Cc1ccccc1)C(=O)Nc1ccc2c(c1)nnn2C	-4	.	-1	13	-42	.	-2.2
COc1ccc(-c2csc(Nc3ccc(S(N)(=O)=O)cc3)n2)cc1OC	-2	-6	.	-9	-11	8	5.9
CCOC(=O)N1CCN(C(=O)c2ccc3[nH]c(C)c(C)c3c2)CC1	-13	-8	-10	11	4	0	-3.0
COc1ccccc1C#Cc1ccc2c(c1)O[C@H](CN(C)C(C)=O)[C@H](C)CN([C@@H](C)CO)S2(=O)=O	-27	.	19[16.7 µM]	1	12	5	-2.5
Nc1cc(S(=O)(=O)N2CCOCC2)ccc1N1CCCCC1	.	9	.	7	3	-4	-5.5
CCC(=O)Nc1ccc(NC(=S)NC(=O)/C=C/c2ccco2)cc1	-5	-10	0	2	8	5	-1.4
CCc1ccc(-c2cc(C)no2)cc1S(=O)(=O)Nc1cc(C)ccn1	16	3	48	-4	.	-4	-0.6
O=C(NC1CCCc2ccccc21)C12CC3CC(CC(O)(C3)C1)C2 (configuration not stated)	4	-13	.	-3	12	2	-0.5
Cc1ccc2nc(-c3ccc(NC(=O)c4ccco4)cc3)[nH]c2c1	-18	.	1	1	-139	.	-1.8
CC(C)C(=O)Nc1ccc2c(c1)C(=O)N(C)[C@H]1CC[C@H](CC(=O)NCCCN(C)C)O[C@H]1CO2	3	15	-27[16.7 µM]	1	-9	-14	-1.1
CCOc1ccc(NC(=O)C2CCN(S(=O)(=O)c3c(C)noc3C)CC2)cc1	0	-1	-4	-4	.	7	0.9
COc1ccc([C@H]2CC(=O)C=C(c3cccc(C(C)C)c3)C2)cc1	-16	-29	3	7	-14	-19	0.9
O=C(C[C@@H]1C=C[C@H](NC(=O)C2CCOCC2)[C@@H](CO)O1)NCC1CC1	17	0	11[16.7 µM]	7	6	.	1.1
Cc1noc(C)c1S(=O)(=O)Nc1ccc2c(c1)CC(=O)N([C@H](C)CO)C[C@@H](C)[C@@H](CN(C)CC1CCCCC1)O2	2	6	1[16.7 µM]	5	3	-14	0.4
COc1cccc(-c2ccccc2[C@@H]2[C@H](C#N)N(C(=O)c3ccccn3)[C@H]2CO)c1	-13	.	.	-5	-2	2	-3.6
CC(C)NC(=O)c1ccccc1NC(=O)C1CC(=O)N(C(C)C)C1 (configuration not stated)	-6	-15	-4	5	4	-2	0.6
CC(C)C#Cc1ccc([C@H]2[C@@H](CO)N(C(=O)C3CC3)[C@H]2CNC(=O)C2CC2)cc1	-8	.	.	-3	-3	.	2.0
C[C@H](CO)N1C[C@H](C)[C@@H](CN(C)Cc2ccc(Cl)c(Cl)c2)OCCCC[C@H](C)Oc2ccc(N(C)C)cc2C1=O	-6	-4	.	30*	6	.	-0.4
CCCCc1ccc(NC(=S)NCc2cccnc2)cc1	-12	-11	8	0	7	7	.
CCCC(=O)Nc1ccc2c(c1)C(=O)N(C)[C@H]1CC[C@H](CC(=O)Nc3ccccc3F)O[C@@H]1CO2	2	3	0[16.7 µM]	-6	-4	-19	-0.8
Cc1cc(C)c[n+](-c2nc3ccccc3nc2C(=C=[N-])C#N)c1	-1&-7	6	1&2	7	0	15	0.6
CC(=O)N1CCN(c2cc(N3CCc4ccccc4C3)c(F)cc2[N+](=O)[O-])CC1	-2	.	1	.	.	15	.
Cc1cc(CN2C(=O)c3ccccc3C2=O)cc(N2CCOCC2)c1	11	.	3	.	8	.	-2.2
COc1ccc(NC(=O)N2C[C@@H](O)COC[C@H]3O[C@@H](CC(=O)N4CCCCC4)CC[C@@H]32)cc1	2	2	-1[16.7 µM]	.	-5	-18	-1.5
C[C@H](CO)N1C[C@H](C)[C@H](CN(C)C)OCCCC[C@H](C)Oc2ccc(N(C)C)cc2C1=O	1	-7	2[16.7 µM]	5	-1	.	-2.1
CC(C)(C)C(C(=O)n1cccc1C#N)c1ccccc1 (configuration not stated)	8	-6	-1	-13	8	5	-0.4
COc1cc(CC(=O)OCC(=O)c2ccc[nH]2)cc(OC)c1OC	-1	4	-2	0	-3	1	0.1
CN1C[C@@H]2[C@@H]3C(=O)N(Cc4ccccc4)C(=O)[C@@H]3[C@](C)(C1=O)N2C(=O)c1ccc(F)cc1	5	-23	-6	-6	-1	-2	-7.9
C[C@H](CO)N1C[C@H](C)[C@@H](CN(C)C(=O)Nc2ccc(F)cc2)Oc2ccc(NS(=O)(=O)c3ccc(F)cc3)cc2C1=O	15	.	-3[16.7 µM]	4	-2	.	-1.8
C[C@@H]1CN([C@H](C)CO)C(=O)c2cc(N(C)C)ccc2O[C@@H](C)CCCCO[C@@H]1CN(C)C(=O)Nc1ccccc1	-7	-4	3[16.7 µM]	-2	-7	.	-1.9
COC(=O)CSc1nc(N2CCOCC2)c2c(c1C#N)CC(C)(C)OC2	18	11	-3	3	2	-3	-0.2
Cc1ccn2c(C(=O)N/N=C\c3cccs3)c(C)nc2c1	-1	.	-3	.	.	5	.
O=C1c2ccccc2C(=O)N1CCCn1c(=O)oc2ccccc21	9	.	-1	2	-13	.	-0.7
CC=Cc1ccc2n(c1=O)C[C@@H]1[C@@H](CO)[C@H](C(=O)NCCC)[C@H]2N1C(=O)C1CCCC1 (mixture of isomers)	12	.	-5[16.7 µM]	-3	-1	.	-3.1
CO[C@@H]1CN(C)C(=O)c2cc(NC(=O)c3cccc(F)c3)ccc2OC[C@H](C)N(CC2CC2)C[C@@H]1C	3	-3	.	4	-7	-3	0.5
C[C@@H]1CN([C@@H](C)CO)C(=O)Cc2cc(NC(=O)Nc3ccc4c(c3)OCO4)ccc2O[C@H]1CN(C)Cc1ccncc1	-32	-21	-5[16.7 µM]	6	-2	.	-1.4
COc1ccc(-n2c(Cc3cccn3C)nnc2SCC(N)=O)cc1	10	2	.	-9	-4	8	-3.3
C[C@H]1CN([C@@H](C)CO)C(=O)CCCn2nncc2CO[C@H]1CN(C)CC1CC1	6	-23	2[16.7 µM]	0	3	-3	2.4
CCOP(=O)(OCC)C(C)(C)NC(=O)Nc1ccc(Cl)c(Cl)c1	13	8	11	-1	-8	3	-1.8
O=C1[C@@H]2CSCN2C(=O)CN1Cc1ccccc1F	4	4	.	-3	1	-1	-2.6
COc1ccc(NC(=O)Nc2ccc3c(c2)C(=O)N([C@@H](C)CO)C[C@@H](C)[C@H](CN(C)C(=O)Nc2ccc(F)cc2)OCCCC[C@@H](C)O3)cc1	-9	-12	-1[16.7 µM]	-4	4	0	-4.4
CCn1c(CCC(N)=O)nnc1SCC(=O)c1cc(C)n(C2CC2)c1C	10	-11	-4	0	-12	9	-2.6
O=C(Cc1ccccc1)NCC(=O)N/N=C/c1ccc([N+](=O)[O-])s1	-4	22	-3	-2	21	8	-2.8
O=C(CSc1ccc(-c2ccco2)nn1)NCc1ccccc1Cl	20	.	-4	.	.	0	.
C[C@@H]1CN([C@@H](C)CO)C(=O)c2cc(NC(=O)Nc3ccc4c(c3)OCO4)ccc2O[C@H]1CN(C)C	9	-15	8[16.7 µM]	0	-3	-2	-1.3
